From PubChem
ASAP1 GAP inh: ASAP1 ArfGAP inhibition; inhibition, % at 16.5 µM; Q9ULH1; 0.19% of 360,000 active; AID 624377; ASAP1-stimulated ARF1 GTP hydrolysis, GDP FP detection; in the data active = inhibition above about 25%;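 note: 0% = vehicle with enzyme and substrate and 100% = no enzyme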
PLCb3 inh: blocks human PLC-beta3 enzyme activity. 0.18% of 370,000 active. AID 720704. Purified PLC-beta3, fluorogenic substrate, fluorescence. inhibition, % at 12.2 µM; in the data active = inhibition above about 11%;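 note: 0% = median of compound wells on plate and 100% = full blocker control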
Target sequence (Q01970 whole entry, looked up): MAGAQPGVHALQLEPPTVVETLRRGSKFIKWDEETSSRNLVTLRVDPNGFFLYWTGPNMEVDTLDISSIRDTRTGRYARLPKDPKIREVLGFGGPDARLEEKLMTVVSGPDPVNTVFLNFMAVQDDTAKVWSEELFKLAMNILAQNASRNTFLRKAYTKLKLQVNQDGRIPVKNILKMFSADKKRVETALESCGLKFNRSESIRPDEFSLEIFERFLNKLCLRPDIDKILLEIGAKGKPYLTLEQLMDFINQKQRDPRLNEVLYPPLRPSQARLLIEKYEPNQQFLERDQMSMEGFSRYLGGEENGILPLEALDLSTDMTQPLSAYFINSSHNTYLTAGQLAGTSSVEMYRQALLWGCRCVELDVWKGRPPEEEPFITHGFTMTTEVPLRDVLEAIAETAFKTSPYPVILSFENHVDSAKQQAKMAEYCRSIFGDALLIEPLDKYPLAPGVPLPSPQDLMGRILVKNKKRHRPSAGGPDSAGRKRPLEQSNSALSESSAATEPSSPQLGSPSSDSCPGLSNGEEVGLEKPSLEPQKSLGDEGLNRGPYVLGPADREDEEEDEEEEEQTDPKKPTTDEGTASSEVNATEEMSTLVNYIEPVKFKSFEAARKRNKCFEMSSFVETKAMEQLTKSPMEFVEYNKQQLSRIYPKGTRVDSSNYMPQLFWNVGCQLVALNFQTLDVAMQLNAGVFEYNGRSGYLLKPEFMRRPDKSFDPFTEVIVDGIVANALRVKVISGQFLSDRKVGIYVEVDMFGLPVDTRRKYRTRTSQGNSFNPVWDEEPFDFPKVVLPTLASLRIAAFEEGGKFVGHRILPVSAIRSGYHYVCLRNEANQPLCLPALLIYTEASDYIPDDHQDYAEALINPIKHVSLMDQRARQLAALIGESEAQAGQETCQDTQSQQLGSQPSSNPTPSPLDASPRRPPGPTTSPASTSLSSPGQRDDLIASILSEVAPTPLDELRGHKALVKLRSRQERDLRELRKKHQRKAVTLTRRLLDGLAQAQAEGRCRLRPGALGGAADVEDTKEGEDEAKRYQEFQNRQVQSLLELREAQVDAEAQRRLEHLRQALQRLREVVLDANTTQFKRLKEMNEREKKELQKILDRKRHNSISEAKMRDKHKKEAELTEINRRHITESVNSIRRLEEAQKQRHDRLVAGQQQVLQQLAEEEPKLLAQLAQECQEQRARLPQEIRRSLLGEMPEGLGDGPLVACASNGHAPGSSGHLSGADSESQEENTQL
PLCg1 inh: inhibitors of human phospholipase C gamma1. inhibition, % at 12.2 µM. P19174. purified PLC-gamma1, fluorogenic substrate, fluorescence. 0.84% of 370,000 active. AID 720700; in the data active = inhibition above about 9.5%
Tn7 DDE FP: disrupts Tn7 cyclic peptide binding to fibrin D-Dimer-E complex | P02675 | FP displacement of FITC-Tn7 peptide from fibrin DD(E); 0% = median of compound wells per plate | inhibition, % at 8.3 µM | 0.13% of 370,000 active;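 active = inhibition above the mean of compounds falling within the control limits plus 3 SD of them, cut at about 14% in these data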;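 note: 0% = plate median of compound wells and 100% = 10 µM Aha-Tn7 peptide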
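Measure: % inhibition scaled between sample-field median and high-control FP; Test system: human fibrin DD(E); Quantity: 2 µM final DD(E) protein; Doses: one dose, 8.3 µM nominal; Schedule: compound with protein 10 min, then 3 h after probe, room temperature; Detection: fluorescence polarization; Medium: Tris buffer with calcium and detergent, pH 7.8.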
ARFGAP1 inhibitor: inhibitors of rat ARFGAP1; Arfgap1-stimulated ARF1 GTP hydrolysis, GDP FP detection; inhibition, % at 16.5 µM; 0.26% of 360,000 active; AID 651572;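 active = inhibition above a per-plate limit, mean inhibition of low control wells plus 3 SD, cut at about 25% in these data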;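 note: 0% = DMSO wells with enzyme and 100% = wells lacking Arfgap1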
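Replicates: Single well per compound | Assay system: Truncated rat Arfgap1 GAP domain | Control set: No-Arfgap1 wells (100%) versus DMSO full-reaction wells (0%) | Times: Enzyme reaction 120 min at 25 °C after 20 min preincubation | Reagent: Human ARF1(Δ1-17)-GTP substrate | Measured by: Tracer-displacement fluorescence polarization with EDTA stop, 620/688 nm | Measure: Percent inhibition of Arfgap1-stimulated GTP hydrolysis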
Tn6 DDE FP: inhibitors of Tn6 peptide binding to human fibrin DD(E); P02675; Fibrin DD(E) TRITC-Tn6 fluorescence polarization displacement; inhibition, % at 8.3 µM; 0.21% of 370,000 active; AID 720509;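 active = inhibition above a per-campaign cutoff: mean of compounds within control limits plus 3 SD, cut at about 15% in these data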;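 note: 0% = median of all compound wells on the plate and 100% = blocking peptide control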
KLK7 zymogen act: proKLK7 (human) activation, primary screen; P49862; purified proKLK7, EDANS-DABCYL substrate fluorescence; 100% is mature enzyme control, 0% vehicle; activation, % at 7 µM; 0.9% of 370,000 active;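 active = activation above the mean of all tested compounds plus 3 SD, computed per campaign excluding outliers beyond control limits, cut at about 13% in these data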
UHRF1 MBD2 ctr: blocks human UHRF1 binding to methylated DNA; Q96T88; UHRF1 binding to methylated oligo, TR-FRET; inhibition, % at 4.4 µM; 0.75% of 370,000 active; AID 687016; in the data active = inhibition above about 21%;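 note: UHRF1 SRA domain binding a hemimethylated CpG hairpin DNA probe; 0% = median of test compound wells and 100% = reference inhibitor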
NR1D1 modulator: modulators of human Rev-erb alpha DNA binding | P20393 | Rev-erbα–FITC-DNA binding, fluorescence polarization, 90 min | activity, % at 10 µM | 0.79% of 370,000 active;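 active = activity above about 14%, limit read from the data; passing the limit was not always enough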;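 note: 0% = DMSO wells with 35 nM protein and 100% = DMSO wells with 750 nM protein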
HGIII-sPLA2 inh: Inhibits HGIII-sPLA2 liposome hydrolysis, primary screen; Q9NZ20; QFRET BODIPY PC-A2 liposome hydrolysis, fluorescence; 0.56% of 370,000 active; AID 743126; inhibition, % at 12.2 µM;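 active = inhibition above mean plus 3 SD of compounds lying within the high and low control bounds, cut at about 19% in these data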;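 note: 0% = median of test compound wells and 100% = no enzyme DMSO wells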
* marks the source's active call; other numbers are inactive results; i = inactive.

SMILES	ASAP1 GAP inh	PLCb3 inh	PLCg1 inh	Tn7 DDE FP	ARFGAP1 inhibitor	Tn6 DDE FP	KLK7 zymogen act	UHRF1 MBD2 ctr	NR1D1 modulator	HGIII-sPLA2 inh
COc1ccc(C#Cc2c(-c3ccsc3)oc3ccc(-c4cc(OC)c(OC)c(OC)c4)cc23)cc1	6	-1	0	0	6	-1	0.1	0	-1	4
Cc1cn([C@H]2C[C@H](O)[C@@H](/C=C/C(=O)NCCc3cccnc3)O2)c(=O)[nH]c1=O	-9	3	4	4	5	8	-0.1	-1	2	-5
CCOc1ccc(NC2c3ccccc3C(=O)N2c2ccc(Cl)cn2)cc1 (centres undefined)	-1	0	-1	-1	4	9	-0.7	-1	0	-1
CCOC(=O)c1ccc(NC(=O)CC2Sc3ncnn3C2=O)cc1 (centres undefined)	-3	-19	1	0	-8	0	0.0	2	-2	-14
COc1ccccc1CNC(=O)C(=O)Nc1ccc(C(=O)N2CCC(C)CC2)cc1	2	-4	0	6	0	-5	-0.1	1	-2	0
COc1ccc(CN(C(=O)c2snc(C(N)=O)c2N)C(C(=O)NC2CCCC2)c2ccco2)cc1 (centres undefined)	2	-74	-44	-2	10	1	-22	2	3	-17
O=C(O)CCC(=O)N1CCN(c2ncccc2C(F)(F)F)CC1	-7	-8	-1	0	0	0	0.0	0	-1	6
Cc1cc(C)n(Cc2ccc(NC(=O)c3c([N+](=O)[O-])c(C)nn3C)cc2)n1	4	3	1	1	-7	2	-0.4	0	-2	-7
CC(C)OC(=O)c1cn(-c2ccccc2)nc1-c1ccco1	-9	-8	-2	0	-8	4	0.1	1	-1	-3
CCOC(=O)c1c(S(=O)(=O)NCC(=O)Nc2ccc(F)cc2)c(C)n(C)c1C	-6	-5	3	-7	10	-2	0.1	5	-2	4
O=C(/C=C/c1ccccc1[N+](=O)[O-])c1ccccc1Br	-3	0	2	2	-10	15	-0.5	0	1	0
Cc1ccnc(NS(=O)(=O)c2ccc(NC(=O)c3ccccc3F)cc2)n1	-9	-7	1	-2	0	0	0.1	4	-3	-2
COCCNC(=O)c1ccccc1NC(=O)c1ccc(Cl)c(S(=O)(=O)Nc2ccc(C)cc2C)c1	20	-4	-4	-3	11	-8	0.4	-1	3	-41
COc1ccc(CNC(=O)COC(=O)c2ccc(S(=O)(=O)N3CCCCC3)cc2)cc1	-9	0	1	7	6	-2	0.4	11	13	2
N=c1sccn1CC(=O)Nc1cccc(S(=O)(=O)N2CCCCCC2)c1	-15	-1	5	-10	6	-2	-0.5	4	1	8
CCC(C)(C)NC(=O)C(C(C)C)N(CC1CCCO1)C(=O)CNS(=O)(=O)c1ccccc1 (centres undefined)	0	-3	0	-2	-5	4	-0.2	0	0	-4
COc1ccc2c3c(ccc2c1)C(=O)/C(=C/O)CC3	-10	-141	-105	5	-5	-4	-16	4	2	1
CCOc1ccc(/C=C2\SC(=S)N(CC(=O)NCCCN3CCOCC3)C2=O)cc1	2	-15	-2	-8	-6	-5	1.4	-6	-2	-4
COc1ccc(C(=O)OCC(=O)c2ccc(C3CCCCC3)cc2)cc1	-1	2	-1	0	3	5	-0.1	1	5	-2
COc1cc(NC(=O)CSc2nccc(C)n2)c(C)cc1[N+](=O)[O-]	-1	-3	4	10	11	-13	-0.7	3	0	13
Cc1ccc(Cn2ncn(-c3ccccc3)c2=O)cc1	0	1	2	-7	8	3	0.7	-1	6	-2
COc1ccc(/C=N/Nc2ccccn2)c(OC)c1OC	2	-3	-4	6	4	3	-0.1	-4	5	-3
COc1cc(/C=N\NC(=O)OC(C)(C)C)ccc1OC(=O)c1ccco1	-6	-1	2	5	6	-5	-0.1	1	1	-3
COc1ccc(OC)c(C(=O)c2coc3cc(Br)c(O)c(Br)c23)c1	1	-9	-5	-2	6	0	0.5	0	-3	-7
Cc1c(NC(=O)c2ccc(S(=O)(=O)N(C)c3ccccc3)cc2)c(=O)n(-c2ccccc2)n1C	-2	5	-1	6	1	2	0.2	10	3	9
COc1ccccc1N(CC(=O)N(C)Cc1ccccc1)S(=O)(=O)c1cccs1	-5	-3	8	3	-8	4	0.9	5	2	-18
CCc1cccc(C)c1NC(=O)CN(C)C1=NS(=O)(=O)c2ccccc21	-12	-5	7	2	4	-5	0.0	0	-10	-1
O=C(NC(=S)Nc1ccccc1)c1ccc(Br)o1	6	4	3	2	-1	-1	-0.4	0	-1	3
C=CCc1cccc2cc(C(=O)N(C)C)c(=O)oc12	5	-5	-8	2	-14	12	0.6	-4	-2	-5
Cc1cc(N2CCN(c3cccc(C(F)(F)F)c3)CC2)n2ncnc2n1	-5	3	-3	8	7	-3	-0.1	4	5	15

Single entries from the entries so far:
CCOc1ccc(NC2c3ccccc3C(=O)N2c2ccc(Cl)cn2)cc1 (centres undefined) @ HGIII-sPLA2 inh: -1
Cc1cc(N2CCN(c3cccc(C(F)(F)F)c3)CC2)n2ncnc2n1 @ ARFGAP1 inhibitor: 7
CCOc1ccc(/C=C2\SC(=S)N(CC(=O)NCCCN3CCOCC3)C2=O)cc1 @ PLCb3 inh: -15

Sorted by the number under HGIII-sPLA2 inh (rising): three from the list above
Structure | ASAP1 GAP inh | PLCb3 inh | PLCg1 inh | Tn7 DDE FP | ARFGAP1 inhibitor | Tn6 DDE FP | KLK7 zymogen act | UHRF1 MBD2 ctr | NR1D1 modulator | HGIII-sPLA2 inh
COc1ccc(/C=N/Nc2ccccn2)c(OC)c1OC | 2 | -3 | -4 | 6 | 4 | 3 | -0.1 | -4 | 5 | -3
CCc1cccc(C)c1NC(=O)CN(C)C1=NS(=O)(=O)c2ccccc21 | -12 | -5 | 7 | 2 | 4 | -5 | 0.0 | 0 | -10 | -1
COc1ccc(CNC(=O)COC(=O)c2ccc(S(=O)(=O)N3CCCCC3)cc2)cc1 | -9 | 0 | 1 | 7 | 6 | -2 | 0.4 | 11 | 13 | 2

Carrying on.
SMILES	ASAP1 GAP inh	PLCb3 inh	PLCg1 inh	Tn7 DDE FP	ARFGAP1 inhibitor	Tn6 DDE FP	KLK7 zymogen act	UHRF1 MBD2 ctr	NR1D1 modulator	HGIII-sPLA2 inh
O=C(NCc1cccnc1)c1cc(C2CCCCN2C(=O)c2ccc3ccccc3c2)on1 (centres undefined)	5	-1	0	-4	-7	-5	0.2	1	-2	-2
CC1(NC(=O)Cc2ccc(Cl)c(Cl)c2)CCS(=O)(=O)C1 (centres undefined)	-3	-13	-1	9	-3	-5	-1.6	1	-6	6
Cc1ccc(NC(=O)Cn2c(CCC(=O)O)ccc2-c2cccs2)cc1Cl	4	-34	-28	10	-3	-1	-0.1	1	2	-22
C/C(CC1(O)/C(=N/O)CCc2nonc21)=N\O (centres undefined)	0	0	4	0	20	-9	0.2	2	-1	7
Cc1ccccc1C(=O)NNC(=O)c1cccc(Br)c1	-1	-10	0	4	10	5	-0.5	0	2	4
NC(=O)Cn1c(=O)oc2ccccc21	-3	3	1	1	-1	5	0.2	1	-1	-2
O=C(CSCCc1ccccn1)Nc1ccccn1	-3	1	-1	2	-1	0	-0.2	1	11	5
Cc1nonc1C(=O)N/N=C/c1cc2c(cc1Br)OCO2	-7	1	-3	-7	1	-5	0.1	6	6	2
COc1c2c(cc3ccc(=O)oc13)CCO2	8	i	i	-2	7	-3	20*	49*	-3	0
COC(=O)[C@]12C[C@H](CC(=O)N3CCCC3)C(=O)N(Cc3ccccc3)C1=C[C@H](C1CCCC1)O[C@@H]2C	-11	1	2	5	-2	2	0.1	-2	0	-5
CCn1cc(C(=O)N2CCN(c3ccc(OC)cc3)CC2)c(=O)c2cc(S(=O)(=O)N3CCCCC3)ccc21	3	10	7	-8	6	1	0.3	-2	0	0
COc1ccc(S(=O)(=O)N2CCC(C(=O)NN3CCCCC3)CC2)cc1OC	1	-5	-2	0	2	0	-0.2	-2	-2	0
COC(=O)Nc1ccc(OCc2ccccc2)cc1	-10	0	3	-3	-5	0	0.3	0	3	-9
COc1ccc(Cn2c(=O)sc3ccccc32)cc1OC	-4	-1	2	4	9	-11	0.5	0	-2	-7
COc1ccc(CN(C)C[C@@H]2OCCCC[C@H](C)Oc3ccc(NC(=O)Nc4ccc(F)cc4)cc3C(=O)N([C@H](C)CO)C[C@H]2C)cc1	-5	-1	-1	10	-3	2	0.5	2	0	-33
O=C(COC(=O)CNC(=O)c1ccc(Cl)c([N+](=O)[O-])c1)NCC1CCCO1 (centres undefined)	0	-4	1	3	10	-3	0.5	1	-7	-3
CNc1nnc(SCC(=O)N2c3ccccc3NC(=O)CC2C)s1 (centres undefined)	-9	-2	1	2	5	-4	0.3	-2	-4	3
CC(C)CC1(C(=O)NCCN2CCOCC2)C=CCN1C(=O)c1ccccc1 (centres undefined)	6	4	0	0	19	-2	0.1	-2	-6	8
S=c1[nH]nc(Cc2noc3ccccc23)n1-c1ccccc1	-4	4	3	-1	-1	4	-0.3	-2	4	10
CCC(OC(=O)c1ccco1)C(=O)NC1CCCC1 (centres undefined)	9	5	7	-5	-2	-10	-0.8	3	1	2
O=C1C2C(c3ccccc3)(C(=O)N1c1ccc(Cl)cc1)C2(c1ccccc1)c1ccccc1 (centres undefined)	10	0	6	-9	9	3	0.0	1	2	-4
CCNc1nc2c(c(=O)n(C)c(=O)n2C)n1CCCc1ccccc1	12	-3	0	-3	11	2	0.0	2	-2	-3
Cc1ccc(/C=C/C(=O)Nc2nccs2)o1	-6	-33	-24	-1	0	8	1.1	-4	1	3
COc1ccc(C(=O)NC(CC(C)C)C(=O)O)cc1 (centres undefined)	-11	4	1	3	7	13	-0.1	-1	1	0
COc1ccccc1OCC(=O)N/N=C1/SCC(=O)N1Cc1ccccc1	-4	3	2	-3	1	7	0.0	2	-1	-5
